# Assay outcomes (PubChem BioAssay)
# EBV gp42 block = inhibitors of Epstein-Barr virus glycoprotein 42. Fluorescence polarization binding assay, mP read-out. inhibition, % (tested at 21.74 µM). AID 1085. Q1HVG2. 0.42% of 220,000 active; in the data active = inhibition above about 50%
# Target sequence (Q1HVG2 whole entry, looked up): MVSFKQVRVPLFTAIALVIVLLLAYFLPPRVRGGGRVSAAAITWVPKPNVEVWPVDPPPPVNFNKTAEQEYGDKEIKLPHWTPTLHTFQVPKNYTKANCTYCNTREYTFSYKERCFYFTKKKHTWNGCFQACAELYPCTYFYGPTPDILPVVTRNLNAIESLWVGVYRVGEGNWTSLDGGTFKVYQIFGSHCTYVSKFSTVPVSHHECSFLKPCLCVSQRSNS
# Cl transport mod = KCC2 (human) Cl- transport modulation. Q9H2X9. KCC2 cells, thallium flux FluoZin-2 fluorescence. B-score of Tl+ flux slope (higher = more flux/activation; lower = inhibition) at 10 µM. 2.2% of 190,000 active;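 active = thallium flux slope and its plate-corrected score both differing from the plate sample mean at a set confidence after two filtering rounds, in either direction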;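 note: slope of fluorescence scaled to starting intensity during 10 to 20 s after thallium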
# PERK inhibitor = human PERK inhibition, primary cell-based screen; Q9NZJ5; CHO PERK-DD fusion, SEAP luminescence translation reporter; inhibition, % at 5.6 µM; 0.17% of 220,000 active; AID 1416;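 active = inhibition above the mean inhibition of all tested compounds plus 3 SD, set separately per screening campaign, cut at about 2.9% in these data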;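 note: PERK kinase domain activated by AP20187 dimerizer at 100 nM; 0% = DMSO with dimerizer and 100% = rapamycin at 8.4 µM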
# Rad51 HR inh = Rad51 (human) homologous recombination inhibition; Q06609; hRad51 DNA strand exchange, fluorescence dequenching; inhibition, % at 10 µM; 0.085% of 200,000 active;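 active = inhibition above 40% at the single screening dose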;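 note: 0% = DMSO control wells and 100% = blanks with heterologous ssDNA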
#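 Test system: preformed human Rad51 ssDNA filaments; also added: Donor/quencher-labelled 47-bp dsDNA substrate; doses: 10 µM final, single point; times: 37 °C 15-min filament assembly, 30-min compound preincubation, 15-min exchange; detection: FRET fluorescence dequenching, excitation 485 nm, emission 520 nm; read-out basis: Fluorescence-based percent inhibition, control- and blank-normalised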
# L929 necroptosis = L929 zVAD cell death inhibition | L929 zVAD necroptosis rescue, ATP luminescence, 24 h; with zVAD 60 µM | viability rescue, % at 10 µM | 0.38% of 220,000 active;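 active = activation, scaled between plate controls, above about 75%, limit read from the data; inactive = activation under that limit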;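 note: 0% = zVAD with DMSO and 100% = DMSO alone without zVAD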
# Calpain2 inh = inhibitors of pig calpain II; purified calpain II, fluorogenic peptide substrate, 30 min; inhibition, % at 16 µM; 0.37% of 220,000 active; AID 1236;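 active = inhibition above about 50%, limit read from the data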
# MDM2 E3 inh = blocks human Mdm2 ubiquitin ligase activity; AID 1230; 0.11% of 210,000 active; Q00987; cell-based MDM2 ubiquitination luciferase reporter, 2 h; 0 = plate control, 100 = twice control, blank-subtracted; signal enhancement, % at 5 µM;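 active = signal enhancement of 30% or more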;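 note: luminescence tracks abundance of the self-degrading MDM2-luciferase fusion protein; higher signal means inhibition of MDM2 E3 ligase activity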
# Target sequence (Q00987 whole entry, looked up, the tested form may be a part): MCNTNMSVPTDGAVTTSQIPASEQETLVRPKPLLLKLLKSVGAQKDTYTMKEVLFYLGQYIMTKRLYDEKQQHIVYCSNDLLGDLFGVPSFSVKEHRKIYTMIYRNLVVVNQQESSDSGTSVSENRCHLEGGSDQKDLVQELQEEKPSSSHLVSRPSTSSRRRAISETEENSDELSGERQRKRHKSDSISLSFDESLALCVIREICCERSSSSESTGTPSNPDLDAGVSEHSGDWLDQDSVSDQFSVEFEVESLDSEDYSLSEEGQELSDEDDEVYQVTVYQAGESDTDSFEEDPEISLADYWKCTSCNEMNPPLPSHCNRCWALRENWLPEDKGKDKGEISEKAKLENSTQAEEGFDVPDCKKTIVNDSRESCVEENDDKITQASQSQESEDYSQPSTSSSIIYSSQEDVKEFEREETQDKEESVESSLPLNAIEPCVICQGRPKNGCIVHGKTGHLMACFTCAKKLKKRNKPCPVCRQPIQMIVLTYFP
#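 system = mammalian cells stably expressing self-ubiquitinating, self-degrading MDM2 E3–luciferase fusion | quantity = 2000 cells per well seeded | incubation = 4 h cell settling then 2 h compound exposure, 37 °C | signal = SteadyLite luminescence, 15 min reagent step | benchmarks = plate control and blank wells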
# TNF necrop inh = inhibitors of TNF-alpha induced necroptosis in Jurkat FADD-/- cells | activation (protection from cell death), % at 10 µM | 0.068% of 220,000 active | AID 463075 | Jurkat FADD-/- TNF necroptosis rescue, ATP luminescence, 24 h; 0 = TNF only, 100 = no-TNF cells;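 active = activation, meaning protection from cell death, of at least 50% relative to plate controls; inactive = activation below 50%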;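 note: necroptosis triggered by 40 ng/mL TNF-alpha added together with compound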
# eIF4E 4G PPI = eIF4E/eIF4G interaction inhibition in translation initiation. P63073+Q04637. TR-FRET eIF4E-eIF4GI(517-606) binding, 2 h. 0.37% of 220,000 active. inhibition, % at 21.7 µM;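 active = inhibition above about 30%, limit read from the data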;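 note: 0% = full FRET control wells and 100% = background wells lacking eIF4GI fragment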
# * marks the source's active call; other numbers are inactive results; x = no result given; [ ] = dose if it differs, or a comment. Compounds as they come. About 3.6% of those tested had a hit in this group.
molecule,EBV gp42 block,Cl transport mod,PERK inhibitor,Rad51 HR inh,L929 necroptosis,Calpain2 inh,MDM2 E3 inh,TNF necrop inh,eIF4E 4G PPI
Cc1ccc(-n2nnnc2SCC(=O)Nc2nc(-c3ccc(F)cc3)cs2)cc1C,-11,x,-1.1,-3,0.1,34,-18,-1.7,0
O=c1c2ccccc2cnn1-c1ccc(Cl)cc1,-23,-1.9,0.1,5,-0.4,-23,-25,-0.1,-1
NS(=O)(=O)c1cccc(NC(=O)CSc2nnnn2-c2ccccc2)c1,-13,1.7,0.4,-3,-0.8,-7,x,2.0,1
Cc1nc(N2CCN(c3ccccc3)CC2)nc2c1C(=O)CC(C)C2 (configuration not stated),2,-0.39,-0.5,4,0.1,72*,-1,-4.2,10
CCCCCOc1ccc(NC(=O)C(=O)NCCCn2ccnc2)cc1,-18,-0.45,-0.1,3,-0.6,-27,6,-8.3,-11
CC1(C)Cc2ccccc2C2=C(C(=O)N3CCCCCC3)C(=O)C(=O)N21,6,0.12,1.1,19,0.0,1,-18,0.4,0
COc1ccc(C2CC(c3ccc(OC)cc3)n3nc(NC(=O)c4cccs4)nc3N2)cc1 (configuration not stated),-4,1.1,-0.3,1,0.3,-19,-6,-0.4,-4
Cc1cc(Nc2ccccc2)n(-c2ccc(C(=O)O)cc2)n1,0,-0.45,0.3,x,1.5,-10,-12,0.3,2
COc1cc(CNC(=O)OCC(C)C)cc(OC)c1OC,-12,0.46,0.1,-2,0.0,-3,-10,-1.4,3[fluorescence artefact?]
COc1ccc2nc(NC(=O)c3cccnc3SC)sc2c1,-10,1.7,-0.6,3,7.5,4,-5,3.6,2
O=C(Nc1nc(-c2ccncc2)cs1)c1ccco1,10,x,1.0,-5,73,-59,-34,-2.3,-15[fluorescence artefact?]
CC1CCCN(C(=O)C2CCN(CCCc3ccccc3)CC2)C1 (configuration not stated),-4,-0.081,-0.3,5,1.4,1,-18,0.3,0[fluorescence artefact?]
O=C(CCCCCNC(=S)Nc1ccccc1)C[N+](=O)[O-],-12,-0.62,1.8,17,0.6,20,2,-1.1,-1
COc1ccc(OC)c(NC(=O)CC2SC(=Nc3ccc(F)cc3)N(CCC3=CCCCC3)C2=O)c1 (configuration not stated),-8,0.66,-0.1,-8,1.1,-6,-16,3.0,4
NC(=O)c1nn(-c2ccccc2)c(=O)cc1O,-35,0.37,0.6,-2,0.1,-10,-15,-2.3,-3

# An excerpt of these results, with values under each structure.
# Screens in order: EBV gp42 block, Cl transport mod, PERK inhibitor, Rad51 HR inh, L929 necroptosis, Calpain2 inh, MDM2 E3 inh, TNF necrop inh, eIF4E 4G PPI
> Cc1ccc(-n2nnnc2SCC(=O)Nc2nc(-c3ccc(F)cc3)cs2)cc1C
→ -11, x, -1.1, -3, 0.1, 34, -18, -1.7, 0
> O=c1c2ccccc2cnn1-c1ccc(Cl)cc1
→ -23, -1.9, 0.1, 5, -0.4, -23, -25, -0.1, -1
> NS(=O)(=O)c1cccc(NC(=O)CSc2nnnn2-c2ccccc2)c1
→ -13, 1.7, 0.4, -3, -0.8, -7, x, 2.0, 1
> Cc1nc(N2CCN(c3ccccc3)CC2)nc2c1C(=O)CC(C)C2 (configuration not stated)
→ 2, -0.39, -0.5, 4, 0.1, 72*, -1, -4.2, 10
> CCCCCOc1ccc(NC(=O)C(=O)NCCCn2ccnc2)cc1
→ -18, -0.45, -0.1, 3, -0.6, -27, 6, -8.3, -11
> CC1(C)Cc2ccccc2C2=C(C(=O)N3CCCCCC3)C(=O)C(=O)N21
→ 6, 0.12, 1.1, 19, 0.0, 1, -18, 0.4, 0
> COc1ccc(C2CC(c3ccc(OC)cc3)n3nc(NC(=O)c4cccs4)nc3N2)cc1 (configuration not stated)
→ -4, 1.1, -0.3, 1, 0.3, -19, -6, -0.4, -4
> Cc1cc(Nc2ccccc2)n(-c2ccc(C(=O)O)cc2)n1
→ 0, -0.45, 0.3, x, 1.5, -10, -12, 0.3, 2
> COc1cc(CNC(=O)OCC(C)C)cc(OC)c1OC
→ -12, 0.46, 0.1, -2, 0.0, -3, -10, -1.4, 3[fluorescence artefact?]
> COc1ccc2nc(NC(=O)c3cccnc3SC)sc2c1
→ -10, 1.7, -0.6, 3, 7.5, 4, -5, 3.6, 2
> O=C(Nc1nc(-c2ccncc2)cs1)c1ccco1
→ 10, x, 1.0, -5, 73, -59, -34, -2.3, -15[fluorescence artefact?]
> CC1CCCN(C(=O)C2CCN(CCCc3ccccc3)CC2)C1 (configuration not stated)
→ -4, -0.081, -0.3, 5, 1.4, 1, -18, 0.3, 0[fluorescence artefact?]
> O=C(CCCCCNC(=S)Nc1ccccc1)C[N+](=O)[O-]
→ -12, -0.62, 1.8, 17, 0.6, 20, 2, -1.1, -1
> COc1ccc(OC)c(NC(=O)CC2SC(=Nc3ccc(F)cc3)N(CCC3=CCCCC3)C2=O)c1 (configuration not stated)
→ -8, 0.66, -0.1, -8, 1.1, -6, -16, 3.0, 4

# (further entries)
molecule,EBV gp42 block,Cl transport mod,PERK inhibitor,Rad51 HR inh,L929 necroptosis,Calpain2 inh,MDM2 E3 inh,TNF necrop inh,eIF4E 4G PPI
Cc1cccc2c(=O)cc(C)n(CC(=O)N3CCOCC3)c12,-21,2.1,-0.2,21,0.0,-13,16,0.1,2
c1ccc(-n2ncc3c(NCc4ccco4)ncnc32)cc1,-13,-0.61,-0.2,-4,0.8,20,1,-5.3,-2
CN1CCN(c2ccc(NC(=O)c3ccccc3Br)cc2)CC1,0,0.061,-0.2,x,-0.5,6,-21,-0.8,6
CCOC(=O)c1c(NC(=O)CC2SC(N)=NC2=O)sc2c1CCCC2 (configuration not stated),-4,-3.8*,1.7,-1,0.3,26,-24,-4.8,7[fluorescence artefact?]
COc1cccc(CNc2cnc3ccccc3c2)c1O,-8,-1.2,-0.1,0,1.1,-140,-47,-6.9,5[fluorescence artefact?]
COc1cc(OC)nc(/N=C/NO)n1,-4,-0.53,1.2,4,2.4,-17,7,0.3,-1
O=C(CSc1nnnn1-c1ccccc1)NC(=O)NCc1ccco1,46,0.0095,-0.1,-7,0.3,-241,-13,-0.5,-6
Brc1ccc(-c2nc(-c3cccnc3)no2)o1,-21,0.43,1.8,6,0.2,-1,-13,-1.9,13
Nc1ccc(Cl)c(NC(=O)c2cccs2)c1,-2,-2.3,0.7,1,-0.3,-2,-2,-3.3,2
Cc1sc2ncnc(Nc3ccc(O)cc3)c2c1C,-6,x,-0.2,23,7.0,-2,-3,-1.4,2
O=C(CCN1c2ccccc2Sc2ccccc21)OCc1nnc(-c2ccccc2)o1,-22,-0.073,0.6,0,1.6,42,4,0.2,-2[fluorescence artefact?]
O=C(N=NC(=O)c1ccc2c(O)n(C3CCCCC3)c(O)c2c1)c1cccnc1,-18,0.52,1.4,-1,0.1,11,6,-3.1,3
